Screens: PubChem, several laboratories
ssDAF-12 act = activates DAF-12 receptor from parasite S. stercoralis | HEK293 ssDAF-12/GRIP1 lit1-tk-luc reporter, luminescence; % of 3 µM dafachronic acid response | activation, % at 6.8 µM | actives 1% (n = 370,000) | AID 652126;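 active = activation above the mean over all tested compounds plus 3 SD, cut at about 0.9% in these data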;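 also: 0% = DMSO-only wells and 100% = 3 µM delta7-dafachronic acid wells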
DAX1 inh-1 = inhibitors of DAX1 repression of SF-1 activated StAR promoter; actives 1.1% (n = 370,000); AID 652010; inhibition, % at 6.8 µM; HEK293T StAR-luciferase reporter, SF-1/DAX-1 repression relief;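 active = inhibition above the mean over all tested compounds plus 3 SD, cut at about 3.6% in these data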;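 also: 0% = DAX-1 cells with DMSO and 100% = cells lacking DAX-1 with DMSO; higher inhibition means more luminescence from relief of DAX-1 repression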
DAX1 inh-2 = NR0B1 (DAX1) inhibition; actives 0.99% (n = 340,000); HEK293 Gal4-DAX1 luciferase reporter, luminescence; inhibition, % at 6.75 µM; AID 504766;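 active = inhibition above the mean over all tested compounds plus 3 SD, cut at about 4.2% in these data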;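 also: 0% = DAX1-transfected cells with DMSO and 100% = empty-vector control cells with DMSO; inhibition shows as a rise in luminescence from relieved DAX1 repression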
Target sequence (P51843 207-470 limits assumed): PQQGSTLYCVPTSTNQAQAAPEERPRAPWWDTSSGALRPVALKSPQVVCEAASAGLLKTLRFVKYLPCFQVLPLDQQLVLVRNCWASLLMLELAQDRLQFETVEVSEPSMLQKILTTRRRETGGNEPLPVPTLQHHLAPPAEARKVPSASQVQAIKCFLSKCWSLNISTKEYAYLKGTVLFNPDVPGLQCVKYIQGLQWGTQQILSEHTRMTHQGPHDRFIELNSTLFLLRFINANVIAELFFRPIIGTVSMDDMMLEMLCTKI
SMARCA2 act = increases SMARCA2 function in MMTV reporter cells | actives 1% (n = 370,000) | activation, % at 9.1 µM | AID 652017 | MG213 cells, MMTV-luciferase reporter, dexamethasone, overnight; in the data active = activation above about 7.8%;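 also: 0% = vehicle wells and 100% = reference activator wells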
PLC-gamma1 inh = PLC-gamma1 (human) inhibition, primary screen | P19174 | purified PLC-gamma1, fluorogenic substrate, fluorescence | inhibition, % at 12.2 µM | actives 0.84% (n = 370,000) | AID 720700; in the data active = inhibition above about 9.5%
MBD2 DNA inh = inhibitors of human MBD2 binding to methylated oligonucleotide; Q9UBB5; TR-FRET; inhibition, % at 4.4 µM; actives 0.31% (n = 370,000); AID 686964; in the data active = inhibition above about 13%
hcDAF12 agonist = H. contortus DAF-12 activation, primary screen. HEK293 hcDAF-12 lit1-tk-luc reporter, luminescence; 0% DMSO, 100% Δ7-dafachronic acid. activation, % at 6.8 µM. actives 1.4% (n = 370,000). AID 652067;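 active = activation above the mean of all tested compounds plus 3 SD, cut at about 5.5% in these data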;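 also: 100% = response to 3 µM Δ7-dafachronic acid high control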
ADAM17 inh = ADAM17 inhibition, QFRET primary screen; P78536; recombinant ADAM17, EDANS/DABCYL FRET peptide cleavage; inhibition, % at 6.95 µM; actives 0.83% (n = 370,000);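 active = inhibition above the mean of compounds lying between control limits plus 3 SD, set per campaign, cut at about 8.5% in these data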;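 also: 0% = DMSO-only wells as the low control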
NR1D1 modulator = Rev-erb alpha (human) modulation; actives 0.79% (n = 370,000); AID 1259318; Rev-erbα–FITC-DNA binding, fluorescence polarization, 90 min; activity, % at 10 µM;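 active = activity above about 14%, limit read from the data; passing the limit was not always enough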;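 also: 0% = DMSO wells with 35 nM protein and 100% = DMSO wells with 750 nM protein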
Target sequence (P20393 whole entry, looked up): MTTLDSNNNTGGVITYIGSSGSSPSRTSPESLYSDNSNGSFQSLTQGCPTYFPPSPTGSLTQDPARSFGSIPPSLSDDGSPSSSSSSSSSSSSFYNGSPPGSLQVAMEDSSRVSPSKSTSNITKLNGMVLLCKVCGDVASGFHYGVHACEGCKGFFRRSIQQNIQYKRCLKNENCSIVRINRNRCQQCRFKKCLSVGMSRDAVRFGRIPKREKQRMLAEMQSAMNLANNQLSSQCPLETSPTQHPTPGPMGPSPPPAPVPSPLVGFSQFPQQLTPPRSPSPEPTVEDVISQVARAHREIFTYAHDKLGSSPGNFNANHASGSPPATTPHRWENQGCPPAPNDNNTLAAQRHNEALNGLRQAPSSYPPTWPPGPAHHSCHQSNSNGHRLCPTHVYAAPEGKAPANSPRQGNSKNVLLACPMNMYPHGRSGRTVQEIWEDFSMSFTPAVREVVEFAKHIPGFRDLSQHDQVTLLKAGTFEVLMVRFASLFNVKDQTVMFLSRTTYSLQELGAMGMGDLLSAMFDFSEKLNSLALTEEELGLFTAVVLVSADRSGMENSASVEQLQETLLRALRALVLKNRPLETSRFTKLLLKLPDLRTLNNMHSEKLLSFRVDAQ
hgDAF-12 ag = activates the H. glycines DAF-12 receptor ligand-binding domain; actives 1.8% (n = 370,000); activation, % at 6.8 µM; HEK293 GAL4-hgDAF12 UAS-luciferase reporter, agonist luminescence; normalized to butyrate control;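 active = activation above a cutoff set at the mean of all screened compounds plus 3 SD, cut at about 10% in these data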;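 also: 0% = DMSO wells and 100% = sodium butyrate wells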
PLCb3 inh = inhibitors of human phospholipase C beta3; inhibition, % at 12.2 µM; actives 0.18% (n = 370,000); Q01970; Purified PLC-beta3, fluorogenic substrate, fluorescence; in the data active = inhibition above about 11%;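 also: 0% = median of compound wells on plate and 100% = full blocker control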
* marks the source's active call; other numbers are inactive results; i = inactive; . = not tested or not shown.

SMILES | ssDAF-12 act | DAX1 inh-1 | DAX1 inh-2 | SMARCA2 act | PLC-gamma1 inh | MBD2 DNA inh | hcDAF12 agonist | ADAM17 inh | NR1D1 modulator | hgDAF-12 ag | PLCb3 inh
C[C@@H]1COc2cccc(F)c2S(=O)(=O)N1C | -1.1 | 0.8 | . | -1 | -3 | -1 | -1.9 | -5 | 7 | 2.1 | -1
CCCCCCCN1CCN=C1N(C)C | -0.9 | 0.3 | -0.5 | 2 | 5 | -5 | -1.1 | 3 | 1 | -0.2 | 6
CC1=NNC(=O)C1CC(=O)N/N=C(/C)c1cccc([N+](=O)[O-])c1 (stereo not drawn) | -1.3 | 0.2 | -0.8 | -2 | 0 | -1 | 2.8 | -2 | -2 | -2.2 | -5
CCc1ccc(NC(=O)C(=O)NCC2CCCO2)cc1 (stereo not drawn) | -0.7 | 4.3* | 4.6* | 11* | 1 | -1 | 2.7 | 0 | 2 | 8.0 | -2
Cc1ccc([C@@H]2CC=C(C(=O)O)CN2S(=O)(=O)c2ccc(C)cc2)cc1 | -1.2 | -0.1 | -0.1 | -1 | -1 | -3 | -1.8 | -2 | -3 | 0.3 | 1
Cc1nnc(N2C(=O)C(=O)/C(=C(/O)c3ccc4c(c3)OCCO4)C2c2cccc([N+](=O)[O-])c2)s1 (stereo not drawn) | -0.7 | 1.3 | 0.4 | -4 | 6 | -4 | 1.1 | 7 | 4 | 1.6 | 1
O=C(CN1C(=O)COc2ccc(S(=O)(=O)N3CCCCC3)cc21)NCc1ccc(Cl)cc1 | -1.2 | -0.1 | -0.9 | -1 | -2 | 4 | -2.6 | -3 | 0 | -0.2 | -4
Cc1cc(N2CCCC2)ccc1NC(=O)COc1ccc(Cl)cc1 | -1.3 | 0.1 | -0.6 | 3 | -76 | -2 | -0.4 | -1 | 5 | -2.3 | -94
COc1ccc(C(C)=O)c2c1OCCO2 | -1.3 | -0.1 | -0.2 | 1 | -17 | 0 | -0.6 | -1 | 0 | -0.7 | -18
CC1(C)CC(=O)C=C(NCCc2ccc(S(N)(=O)=O)cc2)C1 | -0.8 | 0.1 | 0.1 | -1 | 7 | -3 | 0.9 | 0 | 2 | 0.1 | 2
CC1(C)SC2c3ccccc3C(=O)N2[C@@H]1C(=O)NC1CC1 (stereo partly drawn) | -1.3 | 0.1 | -0.1 | 2 | -1 | -5 | -1.4 | -2 | 1 | -0.6 | -6
COc1cccc(C(=O)Nc2ccc(C)cc2)c1 | 1.6* | 4.0* | 0.7 | 11* | 6 | -4 | 5.1 | -2 | 1 | 9.3 | 2
Cc1cc(C)cc(NC(=O)N2CCC(NC(=O)c3ccco3)CC2)c1 | -1.3 | -0.3 | 0.4 | 0 | -1 | 4 | -0.8 | -2 | 6 | -1.9 | -6
O=c1[nH][nH]c(C(F)(F)F)c1C=NCc1cccs1 | 0.3 | -0.2 | 1.2 | 0 | -1 | 5 | 2.6 | -3 | 0 | 2.3 | -3
COc1ccc(OCC(=O)N2N=C(C(F)F)CC2(O)C(F)F)cc1 (stereo not drawn) | -0.8 | -0.6 | 0.0 | 1 | 0 | -2 | -0.2 | 0 | -13 | 3.3 | 1
COc1ccc(CNC(=O)C2CCN(S(=O)(=O)N3CC(C)CC(C)C3)CC2)cc1 (stereo not drawn) | -1.1 | -2.3 | 1.3 | -2 | 3 | 3 | -1.9 | -3 | -8 | -1.7 | -2
S=c1[nH]nc(-c2ccn[nH]2)n1-c1ccccc1Cl | 1.2* | -0.5 | 1.1 | 2 | -1 | 0 | 2.1 | -2 | 5 | 4.4 | -6
O=S1(=O)CC(N2CCN(CCO)CC2)CN1Cc1cn(Cc2ccccc2)nn1 (stereo not drawn) | -1.2 | 0.2 | . | 2 | -2 | 9 | -0.2 | -7 | 2 | 1.8 | -1
COc1ccccc1C(=O)Nc1ccc(OCc2nnc3c4ccccc4c(C)nn23)cc1 | -1.6 | -1.0 | 0.3 | 0 | 0 | -4 | -1.5 | 1 | -12 | 1.9 | 0
Cc1cccc(C(=O)NCCNc2nc3cc(C)c(C)cc3cc2C)c1 | -1.3 | -0.7 | 1.1 | -4 | -5 | 5 | -3.4 | -19 | 4 | -1.0 | -8
COc1ccc(-n2c(SCC(=O)Nc3ccc(C(=O)O)cc3)nnc2-c2cccs2)cc1 | -0.5 | -0.7 | 0.0 | -3 | -5 | 3 | -1.8 | -5 | -1 | 1.0 | -11
Cc1c(Cl)cccc1-c1ccc(CNCc2ccccn2)o1 | 0.1 | -0.2 | -0.4 | 0 | 2 | 3 | 2.9 | -3 | 2 | 0.4 | -7
CCC(C)(C(=O)NC1CCCC1)N(C(=O)c1ccccn1)c1ccc(C)cc1 (stereo not drawn) | -1.3 | -0.3 | -0.2 | -3 | 3 | 1 | -0.5 | 1 | -4 | 1.5 | 2
COc1ccc(OC)c(S(=O)(=O)n2nnc3cc(Cl)ccc32)c1 | -0.9 | -0.1 | -0.4 | 0 | 3 | 5 | -0.8 | -1 | -12 | 2.6 | 4
Cc1ccc(C(CNS(=O)(=O)c2ccc(C)cc2)N2CCN(C)CC2)cc1 (stereo not drawn) | -0.2 | 1.2 | -2.2 | 1 | 2 | -6 | -0.5 | -2 | 0 | 1.5 | -5

Two entries from above, with each value named.
> C[C@@H]1COc2cccc(F)c2S(=O)(=O)N1C
  ssDAF-12 act: -1.1 | DAX1 inh-1: 0.8 | DAX1 inh-2: . | SMARCA2 act: -1 | PLC-gamma1 inh: -3 | MBD2 DNA inh: -1 | hcDAF12 agonist: -1.9 | ADAM17 inh: -5 | NR1D1 modulator: 7 | hgDAF-12 ag: 2.1 | PLCb3 inh: -1
> CCCCCCCN1CCN=C1N(C)C
  ssDAF-12 act: -0.9 | DAX1 inh-1: 0.3 | DAX1 inh-2: -0.5 | SMARCA2 act: 2 | PLC-gamma1 inh: 5 | MBD2 DNA inh: -5 | hcDAF12 agonist: -1.1 | ADAM17 inh: 3 | NR1D1 modulator: 1 | hgDAF-12 ag: -0.2 | PLCb3 inh: 6

Reformatted with values under each structure: part of the list above.
Sequence of screens – ssDAF-12 act | DAX1 inh-1 | DAX1 inh-2 | SMARCA2 act | PLC-gamma1 inh | MBD2 DNA inh | hcDAF12 agonist | ADAM17 inh | NR1D1 modulator | hgDAF-12 ag | PLCb3 inh
- Cc1c(Cl)cccc1-c1ccc(CNCc2ccccn2)o1
 : 0.1 | -0.2 | -0.4 | 0 | 2 | 3 | 2.9 | -3 | 2 | 0.4 | -7
- Cc1ccc([C@@H]2CC=C(C(=O)O)CN2S(=O)(=O)c2ccc(C)cc2)cc1
 : -1.2 | -0.1 | -0.1 | -1 | -1 | -3 | -1.8 | -2 | -3 | 0.3 | 1
- COc1ccc(OC)c(S(=O)(=O)n2nnc3cc(Cl)ccc32)c1
 : -0.9 | -0.1 | -0.4 | 0 | 3 | 5 | -0.8 | -1 | -12 | 2.6 | 4
- CCCCCCCN1CCN=C1N(C)C
 : -0.9 | 0.3 | -0.5 | 2 | 5 | -5 | -1.1 | 3 | 1 | -0.2 | 6
- COc1ccc(C(C)=O)c2c1OCCO2
 : -1.3 | -0.1 | -0.2 | 1 | -17 | 0 | -0.6 | -1 | 0 | -0.7 | -18

The list continues:
SMILES | ssDAF-12 act | DAX1 inh-1 | DAX1 inh-2 | SMARCA2 act | PLC-gamma1 inh | MBD2 DNA inh | hcDAF12 agonist | ADAM17 inh | NR1D1 modulator | hgDAF-12 ag | PLCb3 inh
Cc1ccc(S(=O)(=O)N2CCN(C(=O)CN3C(=O)NC(C)(CCC(C)C)C3=O)CC2)c(C)c1 (stereo not drawn) | -1.9 | -1.4 | -0.9 | -3 | 0 | -1 | -1.7 | -1 | 5 | -2.2 | -2
CCOC(=O)NN1C(=O)c2ccccc2NC12CCCC2 | -1.8 | 0.1 | -0.5 | -1 | -445 | -5 | -0.1 | -334 | 1 | -0.2 | i
O=c1[nH]c2ccccc2cc1CN(Cc1cccnc1)S(=O)(=O)c1ccc(Cl)cc1 | -1.6 | -1.6 | -1.1 | 1 | 4 | 2 | -1.3 | -11 | 9 | 1.0 | -8
Cc1nc2c(ccc3nc(NC(=O)Cc4ccccc4)sc32)s1 | -1.9 | 1.3 | -0.8 | 10* | 6 | -4 | -0.5 | 2 | 0 | 7.1 | 6
Cc1cc(C(=O)C(=O)O)c(C)n1-c1ccc(Cl)c(Cl)c1 | 1.0* | 0.1 | 0.2 | -3 | -1 | 4 | 0.2 | -3 | -3 | -1.6 | -3
Cn1c(Cc2ccccc2)nc(=O)c2ccccc21 | -1.7 | -0.4 | . | -1 | -3 | 3 | -0.1 | -7 | 6 | -2.5 | -7
CN(N=Nc1nc[nH]c1C(=O)NN)C1CCCCC1 | -0.3 | 1.0 | 0.2 | -1 | 4 | -4 | 0.5 | 0 | 2 | 4.7 | 1
Cc1cc(C(F)(F)F)nn1CC(=O)N1CCOCC1 | -1.1 | -0.4 | -1.2 | -1 | 9 | -3 | -0.3 | 0 | 0 | -1.9 | 3
CCOC(=O)C1(S(=O)(=O)c2ccc(Cl)cc2)CCN(Cc2ccc(Cl)cc2)CC1 | -1.8 | -0.7 | 1.2 | 1 | 3 | -1 | 0.8 | 7 | 5 | -2.3 | 3
Cn1c(N2CCN(C(=O)NCc3ccccc3)CC2)nc2ccccc21 | -1.2 | 0.1 | -0.1 | -1 | 4 | -5 | 0.3 | 1 | 5 | -0.9 | 3
C/C(=N\NC(=O)c1cccc(N/N=C(\C)c2cc(O)ccc2O)c1)c1cc(O)ccc1O | -1.3 | 0.8 | -0.1 | -1 | -10 | -1 | 3.3 | 4 | -2 | 7.3 | -10
O=C(NCCc1ccc(Cl)cc1)C1CCC(CNc2nc(=S)[nH]c3ccccc23)CC1 (stereo not drawn) | -2.1 | -0.2 | 0.1 | 0 | -2 | -3 | 0.7 | -1 | 10 | 1.2 | -4
COc1ccc(N2CCN(CC(=O)Nc3ccccc3C(=O)NCc3ccccc3)CC2)cc1 | -1.2 | -1.5 | -1.4 | -1 | 3 | 4 | -2.6 | 2 | -1 | -6.3 | -1
COc1cc(/C=C/C(=O)OCC(=O)N2CCOCC2)ccc1OCC#N | -0.9 | 0.5 | -0.5 | 3 | -42 | -1 | -1.2 | -35 | -3 | -2.3 | -66
CC1=C[C@]2(C[N+](Cc3ccccc3)=C(N)N2)n2c(=O)n(-c3ccccc3)c(=O)n2C1 | -1.6 | 0.4 | . | 1 | -4 | -2 | -3.1 | 3 | -1 | -2.0 | 1
CC1=C(C)CC(C(=O)Nc2nc(-c3ccc(F)cc3)c(C)s2)C(C(=O)O)C1 (stereo not drawn) | -1.5 | 0.0 | -0.4 | -1 | 1 | 2 | -0.7 | -2 | 2 | -1.6 | -2
CCc1nc2ccc(C(=O)NC3CCC(C)CC3)cc2nc1CC (stereo not drawn) | -1.3 | 0.3 | 0.2 | -2 | 7 | -4 | 0.8 | 8 | -2 | 0.7 | 1
COc1cccc(-c2ccc(NC(=O)C3CCCN(Cc4cnn(C)c4)C3)cc2)c1 (stereo not drawn) | -1.3 | 0.3 | 1.3 | -1 | 0 | -1 | -1.7 | 0 | 2 | 0.6 | -3
Cc1ccc(-c2noc(COc3ccc4c(c3)OCO4)n2)cc1 | -1.2 | 0.5 | 2.0 | 2 | -2 | 6 | -0.7 | 1 | 5 | 0.1 | 3
CN(C)C1=C(Cl)C(=O)N(c2ccc(Cl)c(Cl)c2)C1=O | -1.4 | -1.3 | -0.1 | 2 | -2 | -6 | -0.6 | -1 | 2 | -0.4 | -7
